# Screening results as filed in PubChem BioAssay.
# GLS inhibitor: inhibitors of human glutaminase (GLS) | 0.21% of 410,000 active | O94925 | Potency, µM (titrated, usually from 45.5 µM), inactives show at the highest dose activity change, negative = inhibition, usual class: inhibitors | GLS enzymatic activity, qHTS titration; note: potency is the fitted concentration of half-maximal effect; % is set by controls: 0 for no effect and ±100 for the full control effect
#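 Compounds were pin-transferred onto hKGA, after which L-glutamine (1 mM solution) and a detection mix of glutamate oxidase, HRP and Amplex Red were added. Initial and 30 min RT fluorescence reads were collected.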
# mIDH1 inhibitor: blocks human mutant IDH1 R132H enzyme. IDH1-R132H enzyme, NADPH consumption, diaphorase/resazurin fluorescence. Potency, µM (top dose mostly 76.6 µM), for inactives: at the highest dose activity change, negative = inhibition, actives largely listed as inhibitors. 0.093% of 390,000 active; note: potency is the fitted concentration of half-maximal effect; % is set by controls: 0 for no effect and ±100 for the full control effect; nearly all actives have a fitted effect of over 65% in size
#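 IDH1-R132H (0.5 ug/mL) preincubated 30 min with compound, then NADPH (0.016 mM) and alpha-KG (2 mM) added; 80 min at RT, pH 7.5. Remaining NADPH coupled via diaphorase/resazurin to fluorescence (540/590 nm); concentration-response curves normalized to no-enzyme control.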
# rTrxR1 inhibitor: blocks rat thioredoxin reductase 1; O89049; recombinant rTrxR1, NADPH fluorescence consumption, selenite substrate; Potency, µM (highest dose often 114 µM), without a hit: at the highest dose activity change, negative = inhibition, hits mostly inhibitors; 1% of 390,000 active; AID 588453; note: potency is the fitted concentration of half-maximal effect; % is set by controls: 0 for no effect and ±100 for the full control effect; nearly all actives have a fitted effect of over 65% in size
# Target sequence (O89049 whole entry, looked up): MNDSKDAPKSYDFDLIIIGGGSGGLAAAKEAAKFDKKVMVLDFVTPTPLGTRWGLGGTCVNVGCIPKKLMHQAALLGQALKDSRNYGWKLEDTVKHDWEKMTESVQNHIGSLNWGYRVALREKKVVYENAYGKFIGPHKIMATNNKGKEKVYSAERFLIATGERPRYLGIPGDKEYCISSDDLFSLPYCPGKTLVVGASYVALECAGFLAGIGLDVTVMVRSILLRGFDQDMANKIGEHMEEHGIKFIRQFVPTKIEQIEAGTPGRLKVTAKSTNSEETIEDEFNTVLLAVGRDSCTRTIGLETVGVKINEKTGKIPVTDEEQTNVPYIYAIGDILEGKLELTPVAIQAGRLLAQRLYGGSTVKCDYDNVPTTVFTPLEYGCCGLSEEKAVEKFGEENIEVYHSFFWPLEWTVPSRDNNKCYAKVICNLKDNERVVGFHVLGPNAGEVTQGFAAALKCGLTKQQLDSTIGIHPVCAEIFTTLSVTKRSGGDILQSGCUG
#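 Rat TrxR1 (90 nM in the dispensed reagent) was pre-reduced with 400 uM NADPH for 5 min at room temperature, then incubated with compound for 15 min. After 400 uM selenite was added, NADPH fluorescence (Ex 340/Em 450 nm) was followed for 8 min.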
# USP1-UAF1 inh: blocks the human USP1/UAF1 deubiquitinase complex; O94782; recombinant USP1/UAF1, Ub-Rhodamine cleavage fluorescence; Potency, µM (series often up to 57.1 µM), for the others: at the top dose activity change, negative = inhibition, most hits filed as inhibitors; 0.23% of 390,000 active; AID 743255; note: potency is the fitted concentration of half-maximal effect; % is set by controls: 0 for no effect and ±100 for the full control effect; nearly all actives have a fitted effect of over 60% in size; inactives centre near -12
#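 In this screen, compounds sit with the deubiquitinase complex (1nM) for 15 min at room temperature before Ub-Rho is added at 150nM final. Fluorescence rise is then followed for 6 reads every 60 seconds.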
# HP1b binding inh: HP1-beta chromodomain-methylated histone interaction inhibition | 0.56% of 390,000 active | AID 540317 | Potency, µM (titrated, usually from 114 µM), inactives show top-dose activity change, negative = inhibition, usual class: inhibitors | P83916 | AlphaScreen HP1-beta / biotin-H3K9me3 peptide binding; note: potency is the fitted concentration of half-maximal effect; nearly all actives have a fitted effect of over 70% in size; inactives centre near 23
# Target sequence (P83916 whole entry, looked up): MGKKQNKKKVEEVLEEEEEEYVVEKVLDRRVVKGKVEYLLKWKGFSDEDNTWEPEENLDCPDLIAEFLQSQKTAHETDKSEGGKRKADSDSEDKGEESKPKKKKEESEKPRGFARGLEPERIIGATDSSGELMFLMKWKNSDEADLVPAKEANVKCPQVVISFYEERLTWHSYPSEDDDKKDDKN
#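 AlphaScreen: HP1-beta (50 nM) preformed 30 min with biotin-H3(1-18)K9me3 peptide (50 nM) in PBS pH 7.4, 0.01% Tween-20. Compound added for 30 min at RT, then streptavidin donor/nickel chelate acceptor beads (10 ug/mL) for 30 min.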
# PGK inhibitor: blocks T. brucei phosphoglycerate kinase; Potency, µM (titrated, usually from 57.5 µM), for the others: at the highest dose activity change, negative = inhibition, usual class: inhibitors; 0.043% of 380,000 active; AID 602233; P07378; PGK/GAPDH coupled, Kinase-Glo luminescence, 60 min; note: potency is the fitted concentration of half-maximal effect; % is set by controls: 0 for no effect and ±100 for the full control effect; nearly all actives have a fitted effect of over 60% in size
#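 Recombinant glycosomal PGK reaction used 1,3-bisphosphoglycerate generated in-well by GAPDH (100nM final) in 100mM TEA pH 7.6, 5mM MgCl2, 0.01% Tween-20. After 60 minutes at room temperature, ATP was read by Kinase-Glo Plus luminescence end-point.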
# PI4K2A block: blocks human PI4K2A kinase activity; purified PI4K2A, ADP-Glo luminescence, 1 h; hits give low values; 0.13% of 420,000 active; Q9BTU6; AID 1346378; activity change, negative = inhibition, % at 76.9 µM; in the data active = activity change below about -50%; inconclusive = mostly about -30% to -49%;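 note: -100% = wells without enzyme as full effect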
#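 ADP-Glo luminescence measured ADP generated by PI4K2A enzyme (4 ug/mL before mixing) with 1.2 mM PI substrate (pre-mix) and 300 microM ATP (pre-mix). Tris pH7.5 buffer with MgCl2, Triton X-100; 1 h reaction at ambient temperature.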
# Pin1 inh: inhibitors of human Pin1; Q13526; Pin1 FP peptide displacement, HiFluor488, 10 min; 0.009% of 390,000 active; Potency, µM (series often up to 115 µM), for the others: top-dose activity, negative = inhibition, actives largely listed as inhibitors; active = well fitted inhibition curve with a large enough effect in the polarisation, with a control signal flat, not every such curve was filed as active; inconclusive = small, poorly fitted or top-dose-only effect, or effect the other way, or a change in a side signal; inactive = no such curve, though single readings can be large or run the other way; the % refers to the polarisation; note: potency is the fitted concentration of half-maximal effect; % is set by controls: 0 for no effect and ±100 for the full control effect
# Target sequence (Q13526 whole entry, looked up): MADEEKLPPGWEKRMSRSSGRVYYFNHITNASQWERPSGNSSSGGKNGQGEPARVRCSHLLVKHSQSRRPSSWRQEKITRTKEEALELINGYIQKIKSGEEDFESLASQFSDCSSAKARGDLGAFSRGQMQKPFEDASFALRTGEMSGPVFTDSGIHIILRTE
# TrxR1 substrate: rat thioredoxin reductase 1 substrate activity; O89049; purified TrxR1 substrate turnover, NADPH consumption readout; Potency, µM (doses to about 114 µM), without a hit: top-dose activity change, negative = substrate turnover; 0.01% of 390,000 active; note: potency is the fitted concentration of half-maximal effect; % is set by controls: 0 for no effect and ±100 for the full control effect; nearly all actives have a fitted effect of over 50% in size
#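 Rat TrxR1, dispensed at 90 nM, was prereduced with 400 uM NADPH (final) for 5 min at ~22 deg C, then incubated with compound 15 min before 400 uM selenite. A first-read NADPH fluorescence drop versus no-compound background flagged substrates.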
# An asterisk follows results filed as active; i = inactive; ? = inconclusive; / = not tested or not shown; [ ] = another dose, or the depositor's remark. Unless noted, calls come from the whole dose curve; as a rule, active = well fitted curve in the direction sought with a large enough effect; inconclusive = small, poorly fitted or top-dose-only effect, or another doubt; inactive = no such curve, though single readings can be large; an effect the other way counts as inactive or inconclusive. This is a subset. The share of hits here may be higher or lower than overall.
SMILES,GLS inhibitor,mIDH1 inhibitor,rTrxR1 inhibitor,USP1-UAF1 inh,HP1b binding inh,PGK inhibitor,PI4K2A block,Pin1 inh,TrxR1 substrate
CCCCC(CC(C)O)c1n[nH]c(=S)n1-c1ccccc1 (centres undefined),-5%,1%,-3%,-17%,28%,-1%,-6,?,9%
Cc1ccc(N2CCN(S(=O)(=O)c3cc(Br)cc4c3N(C(=O)C3CC3)CC4)CC2C)cc1 (centres undefined),-1%,-2%,8%,-22%,9%,5%,0,8%,-4%
O=C(Nc1ccc(F)cc1)c1ccc2ncsc2c1,1%,2%,16%,-6%,45%[activator],3%,1,2%,2%
Cc1nn(CC(=O)N2CCOCC2)c(=O)c2c1sc1ccccc12,-1%,-8%,9%,-27%,33%,-10%,-2,-8%,11%
CCOC(=O)N1CCN(S(=O)(=O)c2ccc3c4c(cccc24)C(=O)N3)CC1,1%,4%,9%,-10%,62%[activator],6%,-4,5%,26%[57.1 µM]
CC1CN(C(=O)CCC(=O)NC(C)c2ccccc2)c2cc(Cl)ccc2O1 (centres undefined),0%,9%,11%[57.1 µM],?,26%,-10%,1,-4%,5%[57.1 µM]
O=C(O)C1CCCCC1C(=O)N1CCCC1 (centres undefined),-1%,-1%,1%,-19%,40%[activator],-2%,-1,-2%,0%
CCN(CC)CCCN=Cc1c(-c2ccccc2)[nH]n(-c2nc3ccccc3s2)c1=O,-2%,7%,10%,-16%,22%,-4%,-1,-4%,9%
O=S(=O)(/C=C/c1ccccc1)N1CCN(c2cccc(Cl)c2)CC1,0%,-4%,22%,-2%,33%,-7%,2,4%,-5%
CN(C(=O)C(C)(C)C)c1ccc(OCC(=O)N2CCc3ccccc3C2)cc1,-3%,5%,10%,-31%,-20%,-9%,4,1%,-1%
CCc1ccc(S(=O)(=O)N2CCN(Cc3ccco3)CC2)cc1,-1%,1%,15%[57.1 µM],-10%,5%,i,-5,-10%,4%
Cc1ccccc1C(=O)N1CCN(S(=O)(=O)c2cccs2)CC1,-8%,1%,-6%,-13%,7%,-3%,6,7%,-4%
Cc1ccc2nc(CSc3nnc(-c4ccco4)n3-c3ccccc3)cc(=O)n2c1,10%,6%,?,-3%,12%,i,-2,?,1%
C=CCNC(=O)CSc1nnc(-c2ccccc2Br)n1-c1cccc(C(F)(F)F)c1,2%,7%,3%,-15%,31%,-7%,0,-7%,-3%
O=C(N/N=C/c1cccnc1)c1cc(-c2ccccc2)nc2ccccc12,6%,7%,5%,-1%,-20%,0%,3,?,-7%[57.1 µM]
CCn1nc(NS(=O)(=O)c2ccc([N+](=O)[O-])cc2)c2cc3cc(C)ccc3nc21,-1%,0%,-3%,-19%,?,-2%,12,-14%,-12%
Cc1c(CC(=O)NCC(=O)O)c(=O)oc2cc3c(cc12)CCC(C)(C)O3,0%,7%,-1%,-7%,3%,-7%,-6,-6%,484%[activator]
CCOC(=O)CC(=O)NC1(Cc2ccc(O)cc2)CCCCC1,11%,8%,15%,-23%,31%,-10%,-5,-6%,5%
COc1ccc(-c2nc(CS(=O)(=O)CC(=O)NCCc3cc(OC)ccc3OC)c(C)o2)cc1,1%,9%,19%,-15%,-5%,2%,4,-4%,8%
COc1cccc(OC)c1C(=O)Nc1ccc(Cc2ccncc2)cc1,16%,8%,4%[57.1 µM],-7%,29%,-8%,2,-3%,7%[57.1 µM]
CC(C)Cc1ccc(/C=C/C(=O)N2CCCCC2)cc1,-8%,2%,1%[57.1 µM],-6%,45%[activator],-4%,-1,-6%,-4%[57.1 µM]
CC(=O)c1ccc(S(=O)(=O)Nc2ccc3c(c2)OCO3)cc1,37%[activator],-15%,-10%,-1%,29%,2%,-3,-6%,-2%
O=C(/C=C/c1ccco1)N/C(=C\c1ccccc1)C(=O)NCCc1nc2ccccc2[nH]1,10%,1%,?,-2%,-12%,6%,-8,7%,-14%
CC1CCN(C(=O)CSc2nnc(-c3cccnc3)n2C2CCCCC2)CC1,-7%,5%,25%,-17%,1%,2%,4,-1%,8%
CCCCOC(=O)Cn1c(-c2ccccc2)nc2ccccc2c1=O,-1%,2%,-2%,-18%,202%[activator],0%,-2,0%,-2%
COC(=O)[C@]1(C)N[C@H](c2ccc(-c3cccc(Cl)c3)cc2)[C@@H]2C(=O)N(C)C(=O)[C@@H]21,-16%,12%,-13%,-32%,28%,-9%,-2,-3%,-2%
Cc1ccc(C(=O)CSc2nc(C)cc(C)c2C(=O)Nc2cccc(C)c2)cc1,10%,0%,27%,-16%,27%,4%,1,7%,0%
N#CCSc1n[nH]c2nc3c(c(=O)n12)C1(CCCCC1)Cc1ccccc1-3,17%,6%,42%[activator],-21%,54%[activator],-1%,0,-2%,38%[activator]
CCOc1cc(C(=O)N/N=C/C2CC=CCC2)cc(OCC)c1OCC (centres undefined),0%,5%,11%,-17%,45%,-2%,2,2%,2%
CCOCCCNC(=S)N(Cc1ccccc1)Cc1nc2ccccc2c(=O)[nH]1,2%,1%,8%[57.1 µM],-20%,-15%,i,7,-6%,17%[57.1 µM]
CN(CCC#N)c1ccc(C=C(C#N)c2ccc(Br)cc2)cc1,0%,-2%,/,-30%,/,9%,2,/,/
CCn1c2ccccc2c2cc(N=C3SC(CC(=O)Nc4ccccc4OC)C(=O)N3C)ccc21 (centres undefined),-3%,-1%,10%[57.1 µM],-4%,2%,3%,-2,17%,-3%[57.1 µM]
COc1cccc2sc(N(CCCN(C)C)C(=O)c3sc4ccccc4c3Cl)nc12,-1%,6%,-17%,-17%,-15%,-3%,-3,-8%,-10%
c1ccc(Cc2nnc3sc(-c4ccc5c(c4)OCCO5)nn23)cc1,-17%,-6%,11%[57.1 µM],-15%,30%,-5%,-4,5%,5%[57.1 µM]
NS(=O)(=O)c1ccc(NC(=O)CCC(=O)c2cccs2)cc1,3%,25%,1%,0%,6%,4%,-3,-2%,0%
O=C(COC(=O)c1cccnc1)Nc1ccccc1,0%,9%,9%[57.1 µM],-22%,23%,i,-5,0%,-9%[57.1 µM]
Cc1ccc2c(c1)C1CC(C)(O2)N(c2cccc(C(=O)NCc3ccccn3)c2)C(=O)N1 (centres undefined),-3%,-4%,14%,-19%,37%,-2%,-2,0%,5%
CCN(CC)S(=O)(=O)c1ccc(Nc2ccc(-c3ccc4c(c3)OCCO4)nn2)cc1,-3%,-14%,5%[57.1 µM],-4%,3%,i,7,9%,-3%[57.1 µM]
Cc1sc2ncn(CC(=O)N3CCN(c4ccc(Cl)cc4)CC3)c(=O)c2c1S(=O)(=O)N1CCN(c2ncccn2)CC1,8%,0%,8%[2.29 µM],-25%,32%,-3%,1,12%,-6%[2.29 µM]

# Some of these compounds in order of molecular weight, highest first:
SMILES,GLS inhibitor,mIDH1 inhibitor,rTrxR1 inhibitor,USP1-UAF1 inh,HP1b binding inh,PGK inhibitor,PI4K2A block,Pin1 inh,TrxR1 substrate
CCn1c2ccccc2c2cc(N=C3SC(CC(=O)Nc4ccccc4OC)C(=O)N3C)ccc21 (centres undefined),-3%,-1%,10%[57.1 µM],-4%,2%,3%,-2,17%,-3%[57.1 µM]
COc1cccc2sc(N(CCCN(C)C)C(=O)c3sc4ccccc4c3Cl)nc12,-1%,6%,-17%,-17%,-15%,-3%,-3,-8%,-10%
CCN(CC)S(=O)(=O)c1ccc(Nc2ccc(-c3ccc4c(c3)OCCO4)nn2)cc1,-3%,-14%,5%[57.1 µM],-4%,3%,i,7,9%,-3%[57.1 µM]
COC(=O)[C@]1(C)N[C@H](c2ccc(-c3cccc(Cl)c3)cc2)[C@@H]2C(=O)N(C)C(=O)[C@@H]21,-16%,12%,-13%,-32%,28%,-9%,-2,-3%,-2%
CCOCCCNC(=S)N(Cc1ccccc1)Cc1nc2ccccc2c(=O)[nH]1,2%,1%,8%[57.1 µM],-20%,-15%,i,7,-6%,17%[57.1 µM]
Cc1ccc(C(=O)CSc2nc(C)cc(C)c2C(=O)Nc2cccc(C)c2)cc1,10%,0%,27%,-16%,27%,4%,1,7%,0%
N#CCSc1n[nH]c2nc3c(c(=O)n12)C1(CCCCC1)Cc1ccccc1-3,17%,6%,42%[activator],-21%,54%[activator],-1%,0,-2%,38%[activator]
CN(CCC#N)c1ccc(C=C(C#N)c2ccc(Br)cc2)cc1,0%,-2%,/,-30%,/,9%,2,/,/
CCOc1cc(C(=O)N/N=C/C2CC=CCC2)cc(OCC)c1OCC (centres undefined),0%,5%,11%,-17%,45%,-2%,2,2%,2%
CCCCOC(=O)Cn1c(-c2ccccc2)nc2ccccc2c1=O,-1%,2%,-2%,-18%,202%[activator],0%,-2,0%,-2%
O=C(COC(=O)c1cccnc1)Nc1ccccc1,0%,9%,9%[57.1 µM],-22%,23%,i,-5,0%,-9%[57.1 µM]
